# Screening data: PubChem, several laboratories
# OPRM1-OPRD1 ag: agonists of human mu-delta opioid receptor heterodimerization. 340,000 compounds, 0.3% hits. cells, OPRM1-OPRD1 heterodimerization, luminescence. P35372+P41143. activation, % at 9.3 µM; in the data active = activation above about 18%;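 note: 0% = vehicle-treated cells and 100% = reference agonist; values of inactives mirror those of a sister screen read the other way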
# Target sequence (P35372 whole entry, looked up): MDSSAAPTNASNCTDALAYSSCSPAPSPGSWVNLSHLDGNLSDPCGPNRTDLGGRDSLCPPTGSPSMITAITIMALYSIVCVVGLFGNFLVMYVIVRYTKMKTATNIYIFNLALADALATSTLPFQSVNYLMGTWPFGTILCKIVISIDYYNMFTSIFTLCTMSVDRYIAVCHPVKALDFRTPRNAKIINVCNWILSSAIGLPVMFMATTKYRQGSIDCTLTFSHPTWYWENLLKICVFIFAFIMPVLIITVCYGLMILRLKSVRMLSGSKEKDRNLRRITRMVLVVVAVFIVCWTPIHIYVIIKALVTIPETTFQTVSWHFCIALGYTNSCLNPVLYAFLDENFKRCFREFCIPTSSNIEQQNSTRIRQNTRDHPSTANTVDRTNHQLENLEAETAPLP
# Target sequence (P41143 whole entry, looked up): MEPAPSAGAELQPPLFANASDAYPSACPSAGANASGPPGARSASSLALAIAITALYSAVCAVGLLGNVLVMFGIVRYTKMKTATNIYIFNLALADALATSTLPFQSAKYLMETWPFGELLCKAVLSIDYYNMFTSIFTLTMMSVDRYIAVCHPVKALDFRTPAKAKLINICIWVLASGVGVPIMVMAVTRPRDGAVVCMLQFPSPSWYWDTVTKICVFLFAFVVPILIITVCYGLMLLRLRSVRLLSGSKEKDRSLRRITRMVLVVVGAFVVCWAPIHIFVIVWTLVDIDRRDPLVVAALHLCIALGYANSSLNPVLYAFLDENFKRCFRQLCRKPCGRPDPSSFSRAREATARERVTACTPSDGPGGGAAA
# PKA-R1A act: activators of PKA-R1A complex; P00514+P68181; PKA-R1A dissociation, Cy5-IP20 fluorescence polarization; scaled: DMSO 0%, 113 µM cGMP 100%; activation, % at 11.4 µM; 340,000 compounds, 0.083% hits; AID 504707;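 active = percent activation above the mean of all tested compounds plus 3 SD, cut at about 19% in these data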;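 note: higher means more PKAc released from R1A so a rise in polarization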
# Mot1-301 SUMO: SUMOylation pathway inhibition by Mot1-301 growth rescue; S. cerevisiae Mot1-301 growth rescue, ATP luminescence, 38.5C; percent above DMSO median, 100 means doubled; growth rescue, % at 18.8 µM; 320,000 compounds, 1% hits; AID 2716;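 active = every valid replicate shows activation above 250% relative to neutral control wells; inactive = the rest, any valid replicate at or below 250%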;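 note: OY570 slx delta 5 strain wells were the positive control but not used for scaling; some compounds called inactive have numbers as strong as hits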
# OPRM1-OPRD1 inv: inverse agonists of human mu-delta opioid receptor heterodimerization; cell-based MOR-DOR heterodimer luminescence, inverse agonism; inhibition, % at 9.3 µM; 340,000 compounds, 0.21% hits; AID 504357; in the data active = inhibition above about 22%, passing the limit was not always enough;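 note: 0% = cells with DMSO and 100% = wells without cells with DMSO; values of inactives mirror those of a sister screen read the other way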
# Pemphigus Ab inh: inhibitors of pemphigus antibody binding to human desmoglein-3; AID 588358; 310,000 compounds, 0.48% hits; DSG3-coupled beads, scFv-anti-DSG3-GFP binding, flow cytometry; active compounds read low; binding (percent of control), % at 10 µM; P32926;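 active = binding more than 3 SD below its plate's average and above zero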;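 note: hits lower antibody fragment binding to DSG3; some compounds called inactive have numbers as strong as hits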
# PfHsp90 set2: inhibits growth of yeast expressing Plasmodium falciparum Hsp90; S. cerevisiae expressing PfHsp90, BacTiter-Glo ATP, 48 h; yeast lacking PDR1 and PDR3 efflux regulators; 310,000 compounds, 0.32% hits; inhibition, % at 9.4 µM; AID 504621;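 active = every replicate shows inhibition above about 80%, whatever the replicate mean, limit read from the data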;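 note: 0% = DMSO neutral controls and 100% = 20 µM radicicol positive controls; yeast relying on Plasmodium falciparum Hsp90 in place of its own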
# AddAB inh: less growth of phage-infected E. coli with AddAB; inhibition, % at 11.9 µM; 330,000 compounds, 0.29% hits; E. coli expressing H. pylori AddAB, absorbance growth; in the data active = inhibition above about 12%;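 note: 0% = vehicle wells of infected cells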
# Ecoli viability: reduces bacterial viability in AddAB counter-screen; 330,000 compounds, 0.27% hits; inhibition, % at 11.9 µM; E. coli V3065 growth, OD600 absorbance, 18 h;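 active = inhibition above the campaign's mean inhibition across all tested compounds plus 3 SD, cut at about 9.9% in these data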;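 note: uninfected addAB+ strain grown without phage in ampicillin broth; 0% = DMSO wells and 100% = ciprofloxacin 0.95 µg/ml wells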
# phage Ecoli inh: E. coli growth loss with phage present; growth absorbance; inhibition, % at 11.9 µM; 360,000 compounds, 0.26% hits; in the data active = inhibition above about 11%
# Tat transport: E. coli Tat transport inhibition | inhibition, % at 10 µM | 340,000 compounds, 0.036% hits | E. coli MC4100 TorA-mCherry Tat export, fluorescence;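 active = mean replicate inhibition at least 50% and at least half of replicates individually reaching 50%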;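 note: exported cargo escapes ClpAP degradation while cytoplasmic cargo is degraded and loses fluorescence; 0% = median of neutral control wells and 100% = median of NaSCN control wells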
# Arrestin-AP2 inh: inhibitors of human beta-arrestin and AP2 interaction; FITC-arrestin peptide / GST-AP2 beads, flow cytometry; AP2 beta2 appendage carries R879A mutation; inhibition, % at 10 µM; 340,000 compounds, 0.31% hits; AID 504490;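 active = inhibition above a set limit, near 3 SD of compounds lacking own fluorescence, cut at about 54% in these data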;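 note: plate controls were DMSO wells for no effect and 5 µM unlabelled arrestin peptide for full effect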
#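 System: GST-AP2 R879A glutathione beads; medium: PBS, Tween 20 0.05%, BSA 0.1%; reagent: fluorescein-tagged arrestin peptide at 50 nM final; schedule: pre-incubation 12 min, peptide binding 1 h, room temperature; detection: flow cytometry, FL1 (488/535 nm); read-out: inhibition as reduced fluorescein signal on beads, percent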
# * = called active by the depositor; . = no result given.
# Every second line gives: OPRM1-OPRD1 ag	PKA-R1A act	Mot1-301 SUMO	OPRM1-OPRD1 inv	Pemphigus Ab inh	PfHsp90 set2	AddAB inh	Ecoli viability	phage Ecoli inh	Tat transport	Arrestin-AP2 inh
1) Cc1oc(-c2ccccc2F)nc1CSCC(=O)NC1CCCC1
→ -3.2	-18	28	16	101	12	0.2	-1.4	0.5	0	-11
2) Cn1nc(C(=O)OCC(=O)Nc2ccc(C(N)=O)cc2)c2ccccc2c1=O
→ -1.4	-9	7	7	120	15	-0.2	-1.9	3.5	3	-12
3) C/C(=N/NC(=O)CCCOc1ccc(Cl)cc1Cl)c1ccc(C)o1
→ 1.1	9	-5	-6	106	9	0.8	-0.1	-1.5	-1	-2
4) Cc1ccccc1CNCc1cccnc1
→ 1.0	0	137	-6	105	10	-2.4	1.2	0.5	-7	11
5) Cc1nnc(NC(=O)CSc2nnc(-c3ccccc3)n2C)s1
→ -3.0	-12	4	17	109	3	1.5	0.0	1.1	-1	12
6) CC(=O)N1CCN=C1SCc1ccc(Br)cc1
→ -1.4	0	2	7	102	15	4.2	1.5	2.4	-1	-4
7) OCC1(C2=NOC(O)(C(F)(F)F)C2)CCCCC1 (stereo not drawn)
→ -0.9	-8	2	5	.	-18	0.8	-0.2	3.1	-6	2
8) O=C(Cn1cnc2cc([N+](=O)[O-])ccc2c1=O)Nc1ccc2c(c1)OCO2
→ 1.7	-7	-8	-10	104	-8	2.0	1.0	3.8	-5	11
9) COc1ccc(CCC(=O)N2CCN(S(=O)(=O)c3cccc(C(F)(F)F)c3)CC2)cc1OC
→ -2.3	-11	-22	9	97	0	1.3	-1.3	1.9	1	-1
10) COc1cc(-c2noc(C3CCCN(S(=O)(=O)c4cccc(Cl)c4)C3)n2)cc(OC)c1OC (stereo not drawn)
→ 0.6	-5	-10	-3	98	.	0.2	-0.8	-0.6	13	14
11) Cc1ccc(NC(=O)CN(C)C(=O)CCOc2cccc(C)c2)cc1
→ -0.2	-3	-22	1	107	5	1.2	-0.8	2.2	-5	-1
12) CCCn1nc(C(=O)NNC(=O)CCCOc2ccc(OC)cc2)c2ccccc2c1=O
→ -1.1	-8	-17	4	101	.	0.4	0.7	0.1	-7	-1
13) CCCCC(=O)NCc1ccc2c(c1)cc(C)n2C
→ -4.1	3	-15	19	100	7	4.8	-0.5	1.1	0	26
14) CCN1CCN(C(=O)c2ccc(COc3ccc(Cl)cc3)o2)CC1
→ 0.5	7	17	-3	104	11	-0.3	0.4	4.5	-1	17
15) Cc1ccc(S(=O)(=O)Nn2c(C)ccc2C)cc1
→ -2.9	-2	3	12	.	-19	2.2	-0.5	-0.8	5	4
16) CCOC(=O)[C@@H]1[C@H]2COc3cc(OC)ccc3[C@H]2N2C(=O)N(c3ccc(OC)cc3)C(=O)[C@]12C
→ -1.0	3	3	6	102	7	3.0	0.0	0.6	-1	-4
17) N#CCCN(C(=O)COC(=O)Cc1c[nH]c2ccccc12)c1ccccc1
→ -2.0	8	-6	11	107	.	-1.0	0.8	1.6	1	-4
18) O=C(CCCOc1ccc(Br)cc1)Nc1ccc(S(=O)(=O)N2CCOCC2)cc1
→ 2.5	5	-3	-16	96	.	4.4	2.5	5.7	16	-11
19) CC(=O)N1CCN(c2nnnn2-c2ccccc2)CC1
→ -1.6	12	4	10	100	-3	3.8	-3.3	0.4	6	-1
20) CCOc1ccc(NS(=O)(=O)c2ccc(C(=O)NCc3cccnc3)cc2)cc1
→ 1.0	-5	449*	-7	100	-2	0.8	-0.9	3.0	-2	25
21) CN(C)CCn1c2c(c(SCC(=O)Nc3cccc(C(F)(F)F)c3)nc1=O)CCCC2
→ 4.1	7	-4	-26	106	5	-1.0	-0.7	6.7	8	1
22) O=[N+]([O-])c1cc([N+](=O)[O-])c(N2CCOCC2)cc1NCc1ccccc1
→ -1.9	2	5	12	101	4	2.0	-2.5	1.7	8	2
23) Cc1cc(Nc2ccccc2Br)n2nc(C)nc2n1
→ -2.0	-7	1	10	110	-11	1.8	0.9	1.8	-26	13
24) CCOCCCNC(=O)CCc1ccc(-n2cnc3cccnc32)cc1
→ -1.1	-8	-17	5	102	7	.	.	1.2	-4	4
25) Cc1csc(SCc2c(C(=O)O)oc3ccccc23)n1
→ -2.6	-8	-5	13	105	7	-1.2	-1.9	0.2	-10	-1
26) O=C(NCCc1cccs1)C12CN(Cc3ccccc3)CC1C(c1cccc([N+](=O)[O-])c1)=NO2 (stereo not drawn)
→ -2.8	-6	91	15	94	.	1.5	-0.9	-1.6	9	31
27) CN(CC(=O)Nc1ccc(Cl)cc1)C(=O)C1CCCC1
→ 1.4	-24	.	-9	.	.	.	.	3.5	-7	1
28) Cc1ccc(C(=O)N/C(=C/c2ccccc2)C(=O)NCc2ccncc2)cc1
→ .	.	15	.	112	.	2.8	-1.8	1.9	.	10
29) O=C(CNC(=O)C(c1ccccc1)c1ccccc1)N/N=C\c1ccc2c(c1)OCO2
→ 17	14	15	-96	102	12	2.8	-2.1	5.0	9	39
30) COC(=O)Nc1c(C)n(C)n(-c2ccccc2)c1=O
→ -0.3	-4	-20	2	79	0	0.8	-1.1	0.3	-1	4
31) CCc1ccc(NC(=O)C(C)OC(=O)c2cc(=O)[nH]c3ccc(S(=O)(=O)Nc4ccc(F)cc4)cc23)cc1 (stereo not drawn)
→ -1.6	7	6	8	95	-36	0.7	-1.6	4.0	-4	20
32) CN1CCN(C(=O)c2ccc(-n3cccc3)cc2)CC1
→ -2.7	0	2	14	99	23	1.7	4.3	1.2	2	5
33) COc1cc(NC(=O)c2cc(-c3ccccc3Cl)on2)cc(OC)c1OC
→ -2.7	9	12	13	132	7	-1.3	-3.3	-1.8	0	-2
34) O=C(COC(=O)c1ccc(F)cc1F)Nc1ccc(Cl)cn1
→ -0.7	-9	-17	4	91	0	2.0	-0.7	5.1	2	36
35) Cc1ccc(C(=O)NNC2=Nc3cccc4cccc2c34)cc1
→ 4.5	-1	111	-24	114	-116	-2.7	-7.7	0.7	7	-9
36) Cc1ccc(C(=O)COC(=O)CSc2cccc3cccnc23)c(C)c1
→ -1.0	-6	-8	6	112	-19	-0.8	-0.9	-1.7	8	-2
37) CSCCC(N=C1NS(=O)(=O)c2ccccc21)C(=O)N1CCCC(C(N)=O)C1 (stereo not drawn)
→ -1.0	6	83	5	112	10	-0.5	0.1	2.9	-6	-13
38) O=S(=O)(c1ccc(=S)[nH]c1)N1CCCC1
→ -2.2	-2	9	12	127	5	-1.1	-2.0	3.4	2	-8
39) COC(=O)c1ccc(Nc2nc(C)cc(C)n2)cc1
→ -1.1	-4	.	6	101	-9	1.8	1.3	1.2	10	4
40) Cc1cccc(-c2nnc3sc(-c4ccccc4C)nn23)c1
→ 7.2	-7	105	-38	92	-80	0.8	1.1	-0.2	1	-3
41) CCN(CC)C(C(=O)NC1CCCCC1)c1ccc(C)cc1 (stereo not drawn)
→ 0.4	8	-18	-2	104	6	-0.8	-0.9	-2.6	-2	-3
42) C/C(=N\OC(=O)c1ccc(F)cc1)c1sc(-c2ccccc2)nc1C
→ -0.7	-3	-12	3	.	-21	3.0	-1.1	1.1	5	13
43) Cc1cccc(SCc2noc(C(=O)NC(C)C)c2C(=O)O)c1
→ -2.1	-7	-5	12	105	-3	1.8	-0.1	1.7	-1	-6
44) COc1ccc2nc(N3CCCC(C(=O)NCCCN4C(C)CCCC4C)C3)sc2c1 (stereo not drawn)
→ 0.7	0	-24	-4	108	-23	1.9	-1.1	-2.0	4	-31
45) CC1Nc2nc(N(C)C)[nH]c(=O)c2NC1C (stereo not drawn)
→ -0.9	-2	-1	5	.	11	6.5	2.1	3.3	-5	-6
46) O=c1ccc2cc(S(=O)(=O)N3CCN(c4ccccc4)CC3)ccc2o1
→ -2.5	-8	-15	13	77	.	4.1	0.0	0.9	-2	16
47) O=C(NCCc1ccccc1)c1cccc(NC(=O)c2ccccc2)c1
→ -3.1	-8	.	14	100	-24	.	.	5.9	-2	26
48) O=c1[nH]c(=O)n(-c2cc(Br)c(O)c(Br)c2)cc1Br
→ -1.4	6	-16	7	114	.	1.5	0.6	-1.8	-9	39
49) O=C(O)c1cccc(CSc2nnc(-c3ccco3)o2)c1
→ 1.3	-13	115	-7	100	13	-0.6	-0.1	-1.3	-6	7
50) Cc1nnc(NC(=O)c2sc3ccccc3c2Cl)s1
→ -0.4	-5	86	2	99	18	0.3	1.6	-1.3	2	-12
51) COc1ccccc1C(=O)NCC(=O)N/N=C/c1cccc(Cl)c1
→ 0.2	0	1	-1	99	-7	4.0	-1.7	3.3	2	-5
52) Cc1cc(C(=O)COC(=O)/C=C/c2cccc(F)c2)c(C)n1C
→ 2.1	-4	12	-10	92	5	2.2	1.9	3.1	-2	-15
53) CCCCOc1ccc(N(CC(=O)NCCOC)C(=O)CCC(=O)Nc2ccccn2)cc1
→ -4.5	-4	-12	21	97	-7	1.0	-1.2	1.9	-11	32
54) O=C(Cn1ncc2c3ccccc3n(Cc3ccccc3)c2c1=O)NCCCN1CCCC1=O
→ -1.8	-3	18	9	100	-5	3.3	-2.1	1.3	1	41
55) COc1ccc(NC(=O)C2CCN(C(=O)c3cccs3)CC2)c(OC)c1
→ -1.1	-7	-7	6	.	.	2.8	0.5	3.6	-1	15
56) COc1ccc([C@H]2CC(=O)C=C(c3cc(C)ccc3OC)C2)cc1
→ -0.2	-1	0	1	.	-13	2.0	0.2	3.8	10	0
57) COC(=O)c1cccc(COC(=O)c2ccccc2NC(=O)c2ccco2)c1
→ 1.1	6	78	-6	.	.	-2.3	-3.6	-1.4	-2	5
58) Cc1c(C(=O)Nc2ccc3c(c2)OCCO3)oc2ccc(Br)cc12
→ -2.9	-7	8	13	93	.	-0.8	-1.9	1.5	-2	1
59) CC(O)[C@H]1CNC(=O)C(=O)N1CCC12CC3CC(CC(C3)C1)C2 (stereo partly drawn)
→ -1.1	-5	0	6	107	14	0.5	1.0	2.0	0	.
60) CC(=O)c1c(C)[nH]c(C(=O)N2CC(C)CC(C)C2)c1C (stereo not drawn)
→ 0.5	10	1	-3	87	3	-1.9	-0.7	4.4	-1	12
61) CCCCCCc1c(C)[nH]c2nc3ccccc3n2c1=O
→ -0.7	-9	2	3	90	-3	-2.5	-0.6	2.3	-6	54
62) CCOc1ccccc1NC(=O)c1cc(CC(C)C)oc1C
→ 5.1	-4	91	-32	.	-23	1.0	-0.2	1.9	4	3
63) Cc1ccc(C)n1-c1sc2c(c1C#N)CCCC2
→ 0.9	-3	0	-5	98	3	-1.0	-0.8	1.3	1	2
